# Screens as filed in PubChem BioAssay.
# ABCB6 inh 2 = human ABCB6 transporter inhibition | 360,000 compounds, 0.19% hits | fluorescence ratio to DMSO, % at 10 µM | Q9NP58 | AID 602162 | K562-ABCB6 porphyrin accumulation, flow cytometry, 1 h; hits give low values;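 active = fluorescence ratio to DMSO below 75%, the collection mean minus 3 SD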;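 also: signal is porphyrin accumulated inside mitochondria; 100% equals median channel fluorescence of DMSO control wells; lower ratio means ABCB6 inhibition with less porphyrin fluorescence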
# ABHD5-PLIN5 inh = inhibitors of human ABHD5-perilipin-5 interaction; Q00G26+Q8WTS1; Split G. princeps luciferase complementation, luminescence, 4 h; inhibition, % at 4 µM; 360,000 compounds, 0.78% hits; AID 602281;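 active = inhibition above the mean inhibition across every tested compound plus 3 SD, cut at about 22% in these data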;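 also: 0% = DMSO only wells and the 100% control is not disclosed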
# HTR2A ag = activates the mouse 5-HT2A serotonin receptor. 360,000 compounds, 0.66% hits. activation, % at 7.6 µM. CHO-K1 mHTR2A beta-arrestin complementation, luminescence; percent of 30 µM serotonin response. P35363. AID 624169;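 active = activation above a run cutoff, the mean activation of all tested compounds plus 3 SD, cut at about 14% in these data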;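 also: 0% = plate median of compound wells and 100% = 30 µM serotonin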
# H9c2 protect = myocardial damage modulation in H9c2 cells. 360,000 compounds, 0.63% hits. protection from H2O2 cell death, % at 20 µM. H9c2 cardiomyocytes, H2O2 injury protection, ATPLite, 2 h. AID 588492;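 active = compounds giving at least 50% protection of heart cells from peroxide-induced death in the single-dose screen, raw or plate-pattern-corrected value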;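 also: 0% = DMSO wells with peroxide and 100% = DMSO wells without peroxide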
# TLR9-MyD88 inh = inhibitors of human TLR9-MyD88 binding | Q9NR96+Q99836 | CHO BLA complementation TLR9-MyD88, CCF4 FRET ratio | inhibition, % at 4.98 µM | 340,000 compounds, 0.21% hits | AID 504734;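 active = inhibition above the mean over all tested compounds plus 3 SD, cut at about 21% in these data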;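 also: 0% = DMSO only wells and 100% = clavulanate BLA inhibitor control wells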
# MC4R antagonist = antagonists of human melanocortin 4 receptor (MC4R) | P32245 | MC4R-expressing cells, MTII-stimulated cAMP, LANCE TR-FRET | inhibition, % at 6.5 µM | 360,000 compounds, 0.48% hits | AID 540295;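 active = inhibition above its plate's cutoff, the mean of tested wells on that plate plus 3 SD, cut at about 29% in these data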;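 also: 0% = Melanotan II alone and 100% = Melanotan II plus saturating MCL0020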
#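 system = U2OS cells with stable human MC4R expression | also added = Melanotan II challenge after compound preincubation | dosing = one concentration, 6.5 µM nominal | incubation = compound 30 min, challenge 1 h, detection 1 h | measured by = TR-FRET with Eu-cAMP and labeled anti-cAMP, 671 nm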
# N-glyco inh = blocks N-linked glycosylation in D54 reporter cells. reporter increase, % at 12.5 µM. D54 ERlucT glycosylation luciferase reporter, 24 h; percent of 100 nM tunicamycin response. AID 588692. 360,000 compounds, 0.23% hits;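 active = mean luciferase reporter signal, scaled so untreated is 0 and the glycosylation-blocking control 100, at or above a set limit in every replicate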;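 also: luciferase carries N-glycosylation sites so blocking glycosylation raises the light; 0% = median of neutral control wells and 100% = median of 100 nM tunicamycin wells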
# NOD2-RIPK2 inh = inhibitors of human NOD2-RIPK2 interaction | CHO BLA complementation NOD2-RIPK2, CCF4 ratio | inhibition, % at 4.98 µM | 360,000 compounds, 0.38% hits | AID 624267; in the data active = inhibition above about 21%;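 also: 0% = vehicle only and 100% = reference blocker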
# MC4R barr agon = activates human MC4R beta-arrestin recruitment; P32245; U2OS MC4R beta-arrestin complementation, luminescence; percent of melanotan II response, DMSO zero; 360,000 compounds, 0.98% hits; activation, % at 8.9 µM;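 active = activation above a per-plate cutoff, the mean activation of sample wells on that plate plus 3 SD, cut at about 8% in these data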
# SRC2 inh = inhibits human steroid receptor coactivator 2 | Q15596 | HEK293 GAL4-SRC2 luciferase reporter, luminescence | inhibition, % at 9 µM | 370,000 compounds, 0.17% hits;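 active = inhibition above the mean inhibition of all tested compounds plus 3 SD, set per campaign, cut at about 52% in these data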;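 also: 0% = DMSO treated cells and 100% = cells given Gossypol at 36 µM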
# Target sequence (Q15596 whole entry, looked up, the tested form may be a part): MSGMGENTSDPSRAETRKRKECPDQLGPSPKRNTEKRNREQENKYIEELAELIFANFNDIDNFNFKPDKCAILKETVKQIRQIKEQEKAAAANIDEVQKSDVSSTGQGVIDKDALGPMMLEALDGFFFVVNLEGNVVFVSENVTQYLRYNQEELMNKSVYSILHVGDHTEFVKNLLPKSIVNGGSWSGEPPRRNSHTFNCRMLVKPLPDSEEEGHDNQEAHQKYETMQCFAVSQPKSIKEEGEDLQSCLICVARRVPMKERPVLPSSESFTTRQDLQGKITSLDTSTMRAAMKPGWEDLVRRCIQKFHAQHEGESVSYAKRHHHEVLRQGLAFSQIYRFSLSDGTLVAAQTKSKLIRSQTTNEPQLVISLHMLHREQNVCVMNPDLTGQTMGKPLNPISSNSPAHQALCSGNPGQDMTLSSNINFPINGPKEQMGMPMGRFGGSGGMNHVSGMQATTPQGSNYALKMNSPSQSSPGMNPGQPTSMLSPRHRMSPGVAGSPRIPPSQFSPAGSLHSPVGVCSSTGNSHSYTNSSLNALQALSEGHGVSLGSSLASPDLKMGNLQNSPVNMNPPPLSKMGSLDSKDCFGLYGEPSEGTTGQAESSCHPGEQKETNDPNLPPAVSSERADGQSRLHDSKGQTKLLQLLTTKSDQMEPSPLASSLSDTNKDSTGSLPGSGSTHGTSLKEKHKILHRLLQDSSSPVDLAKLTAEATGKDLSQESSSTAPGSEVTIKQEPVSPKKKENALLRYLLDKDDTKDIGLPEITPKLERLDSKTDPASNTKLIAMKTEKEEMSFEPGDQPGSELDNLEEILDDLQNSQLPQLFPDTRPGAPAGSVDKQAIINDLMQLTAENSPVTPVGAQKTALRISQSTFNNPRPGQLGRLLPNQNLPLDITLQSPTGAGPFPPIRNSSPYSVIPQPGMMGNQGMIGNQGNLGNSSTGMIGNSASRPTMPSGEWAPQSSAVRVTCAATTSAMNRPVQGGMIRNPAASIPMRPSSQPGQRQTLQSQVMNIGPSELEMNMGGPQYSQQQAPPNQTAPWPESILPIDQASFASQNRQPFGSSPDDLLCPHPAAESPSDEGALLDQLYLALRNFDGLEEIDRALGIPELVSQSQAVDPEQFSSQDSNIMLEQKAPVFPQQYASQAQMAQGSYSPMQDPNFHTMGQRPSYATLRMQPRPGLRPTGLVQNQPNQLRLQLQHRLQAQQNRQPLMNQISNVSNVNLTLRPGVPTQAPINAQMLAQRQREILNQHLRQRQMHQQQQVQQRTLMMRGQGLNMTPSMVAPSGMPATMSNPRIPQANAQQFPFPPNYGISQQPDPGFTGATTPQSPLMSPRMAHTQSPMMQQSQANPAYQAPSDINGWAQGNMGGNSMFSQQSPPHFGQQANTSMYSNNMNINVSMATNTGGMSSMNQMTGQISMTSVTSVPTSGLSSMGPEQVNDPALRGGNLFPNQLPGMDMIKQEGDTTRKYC
# The depositor's hits bear a star; x = not tested or not shown. Not all compounds are listed; the hit share may differ from the screen's.
cpd	smiles	ABCB6 inh 2	ABHD5-PLIN5 inh	HTR2A ag	H9c2 protect	TLR9-MyD88 inh
1	Cc1ccc(C(=O)N2CCN(Cc3ccc4c(c3)OCO4)CC2)c(Cl)c1	93	1	-10	-7	-2
2	Cc1cc(C)c(C(=O)/C=C/c2cccs2)c(=O)[nH]1	94	-1	-2	9	0
3	CC(C)(C)c1cc(C(=O)NCc2ccccc2)ccn1	108	5	3	-15	1
4	CC(C)C(NC(=O)c1c(F)cccc1F)C(=O)N1CCN(S(=O)(=O)c2ccc(F)cc2)CC1 (stereo not given)	88	3	9	4	8
5	Cc1cc(C(=O)NC2CCCc3c2cnn3-c2cc(F)cc(F)c2)nn1C (stereo not given)	90	2	11	2	-2
6	Cc1nnc(C)n1/N=C/c1cc(Br)cc(Br)c1O	75	-4	2	78*	7
7	Cc1ccc(CNC(=O)C2(C(F)(F)F)C/C(=C\Cc3ccccc3)CCCO2)o1 (stereo not given)	101	10	-4	5	-4
8	COc1ccc(OCC(=O)Nc2ccc3c(c2)C(=O)NC3=O)cc1	98	6	9	2	-21
9	CNC(=S)NNC(=O)c1sc(-c2cc(C)on2)nc1C	98	-5	-5	-4	x
10	CCOC(=O)C1(C)NC(c2ccccc2F)C2C(=O)N(c3cccc(C(C)=O)c3)C(=O)C21 (stereo not given)	99	1	2	-7	3
11	O=C(CN1C(=O)c2ccccc2C1=O)NCC(=O)OCC(=O)c1ccc(Cl)cc1	93	5	5	1	-6
12	CCOc1ccc(N(CC(=O)Nc2cccc(C)c2)S(C)(=O)=O)cc1	100	5	-3	-8	0
13	C#Cc1ccc([C@H]2C=C(C(=O)O)O[C@@H](OCCCCO)C2)cc1	101	-9	-3	-3	2
14	O=C(NCc1ccccc1)c1cc(-n2cnnc2)ccc1Cl	91	1	-2	2	1
15	COc1ccc(C(=O)/C=C2/c3ccccc3CC(C)(C)N2C)cc1OC	96	-1	1	2	10

cpd	MC4R antagonist	N-glyco inh	NOD2-RIPK2 inh	MC4R barr agon	SRC2 inh
1	11	-7	-6	1.2	7
2	13	1	-7	-3.8	-2
3	6	5	-1	-0.8	9
4	5	0	-2	-0.6	-3
5	12	2	4	-3.3	17
6	3	0	4	-1.8	3
7	8	-1	-9	-2.2	x
8	-2	0	3	-3.2	34
9	12	3	-3	-2.5	5
10	1	3	-6	-1.1	-10
11	3	0	-8	-2.5	-12
12	3	-1	7	0.5	-21
13	-6	1	2	2.1	-7
14	0	2	7	-1.6	10
15	-6	-1	-11	-1.2	-9

# Of the compounds above, these have sulfur.
cpd	smiles	ABCB6 inh 2	ABHD5-PLIN5 inh	HTR2A ag	H9c2 protect	TLR9-MyD88 inh
2	Cc1cc(C)c(C(=O)/C=C/c2cccs2)c(=O)[nH]1	94	-1	-2	9	0
4	CC(C)C(NC(=O)c1c(F)cccc1F)C(=O)N1CCN(S(=O)(=O)c2ccc(F)cc2)CC1 (stereo not given)	88	3	9	4	8
9	CNC(=S)NNC(=O)c1sc(-c2cc(C)on2)nc1C	98	-5	-5	-4	x
12	CCOc1ccc(N(CC(=O)Nc2cccc(C)c2)S(C)(=O)=O)cc1	100	5	-3	-8	0

cpd	MC4R antagonist	N-glyco inh	NOD2-RIPK2 inh	MC4R barr agon	SRC2 inh
2	13	1	-7	-3.8	-2
4	5	0	-2	-0.6	-3
9	12	3	-3	-2.5	5
12	3	-1	7	0.5	-21

# (more compounds)
cpd	smiles	ABCB6 inh 2	ABHD5-PLIN5 inh	HTR2A ag	H9c2 protect	TLR9-MyD88 inh
16	CC(=O)c1c(C)nc(-c2ccc(Cl)cc2Cl)n1O	96	0	-7	6	8
17	CC1CC(C)(C)NC(=S)N1CC(=O)N(C)Cc1ccccc1 (stereo not given)	100	-4	4	0	7
18	Cc1c(NC(=O)c2cc(-c3ccccc3O)on2)c(=O)n(-c2ccccc2)n1C	109	7	6	-6	3
19	CCCc1nnc(SCC(=O)NC2CCCCC2)n1CCOC	98	16	0	0	10
20	COC(=O)c1ccccc1NC(=O)c1ccc(COc2ccc3c(c2)CCC3)cc1	92	3	0	-11	2
21	COC(=O)c1sc(NC(=O)CC(C)C)c(C(=O)OC)c1C	90	-2	-2	-6	-11
22	Cc1nnsc1C(=O)Nc1ccc(Cl)cc1	101	-4	-4	-6	4
23	Cc1ccc(S(=O)(=O)CC(=O)NC(C)(C)C)cc1	95	-2	-3	0	-7
24	Cc1ccc(NC(=O)CN(Cc2ccccc2)S(C)(=O)=O)cc1C	92	2	1	-2	0
25	CCC(=O)OCC(=O)Nc1ccc2c(c1)OCO2	100	3	2	1	-12
26	CCOC(=O)C1=C(C)NC(=O)CC1c1cc(OC)c(OC)cc1Br (stereo not given)	101	0	4	-1	2
27	O=C(NC1CC1)c1ccc(CN(c2ccccc2)S(=O)(=O)c2ccccc2)cc1	113	3	-8	-6	-11
28	CC1CCCCC1NC(=O)CSc1nnc(CN2CCOCC2)n1C (stereo not given)	94	0	-4	-7	1
29	Cc1ccnc(NC(=O)c2cccc([N+](=O)[O-])c2C)c1	101	1	4	-5	7
30	COc1ccccc1NC(=O)Nc1nc(C(N)CCc2ccccc2)cs1 (stereo not given)	95	-2	-5	5	x

cpd	MC4R antagonist	N-glyco inh	NOD2-RIPK2 inh	MC4R barr agon	SRC2 inh
16	-6	2	-15	1.1	-20
17	5	2	-4	-0.5	-10
18	6	1	7	-0.8	-12
19	9	0	0	0.5	-17
20	2	2	0	-0.9	-10
21	11	-2	2	2.2	-2
22	8	2	-4	-1.7	-6
23	0	3	-7	-1.5	2
24	2	-3	-1	-1.4	1
25	-9	2	-6	-1.8	-13
26	1	0	-6	0.0	-33
27	3	1	-14	2.2	7
28	-8	0	-11	-0.4	1
29	4	-2	-8	0.2	-17
30	1	-8	-3	2.0	-6

# Further structures.
cpd	smiles	ABCB6 inh 2	ABHD5-PLIN5 inh	HTR2A ag	H9c2 protect	TLR9-MyD88 inh
31	C/C(Cn1nnc([N+](=O)[O-])n1)=N\NC(=O)c1ccc(Cl)c(Cl)c1	103	-4	-2	12	-26
32	Cc1ccc(S(=O)(=O)N2CCCCC2)cc1C(=O)N(C)CC(=O)Nc1cccc(F)c1	96	-11	0	-13	-8
33	OC[C@H]1O[C@H](c2nc(-c3nc(-c4cccc(-n5cccc5)c4)no3)cs2)C[C@@H]1O	97	-9	-2	30	x
34	CCOC(=O)c1ccc(NC(=O)c2cc3c(s2)CCC3)cc1	98	-5	-2	-18	-11
35	COc1ccc(CCNc2oc(-c3ccc(OC)c(OC)c3)nc2P(=O)(OC)OC)cc1OC	97	1	-3	6	5
36	COC(=O)CSC(C)C(=O)Nc1nnc(C(C)C)s1 (stereo not given)	103	0	6	-2	-6
37	CCCn1nc(Oc2nc(SC)nc(N(C)C)n2)ccc1=O	96	-4	2	2	-8
38	CCOc1ccc(-c2nnc(-c3snc(-c4ccc(F)cc4)c3N=CN(C)C)o2)cc1	93	-1	-2	5	8
39	O=C(OCc1cn(-c2ccc(Cl)c(Cl)c2)nn1)c1ccccc1Cl	95	-2	1	-9	2
40	Cc1cc(C)nc(/N=C(\N)Nc2ccc(SC(F)F)cc2)n1	94	3	0	-14	1
41	CCCNC(=S)N1CCC(n2cnc3ccccc32)CC1	94	-2	4	-7	0
42	O=C(Nc1nc(-c2ccc3c(c2)OCCO3)cs1)C1CCCC1	95	0	-5	3	-2
43	CCc1cccc(CC)c1NC(=O)c1cccc(N)c1	89	0	2	6	-10
44	CC(=O)NNS(=O)(=O)c1ccc(-c2cc(C(F)(F)F)n(C)n2)s1	100	-5	2	6	7
45	COc1ccc(NC(=O)NCCCN2CCc3ccccc3C2)cc1	105	-2	-2	8	-4

cpd	MC4R antagonist	N-glyco inh	NOD2-RIPK2 inh	MC4R barr agon	SRC2 inh
31	9	1	-5	-0.4	-4
32	-2	-2	-19	-1.4	-3
33	5	2	9	-1.6	-45
34	11	2	-8	5.0	-9
35	8	2	1	-0.6	-9
36	-3	3	-8	-1.9	1
37	3	2	6	0.7	14
38	3	-1	2	-2.1	22
39	0	0	0	17*	-9
40	1	9	-2	-0.1	2
41	16	0	-9	-1.2	-13
42	14	-9	2	-1.7	-20
43	-2	1	5	-1.9	13
44	-1	-1	1	-0.9	-31
45	5	-1	-4	-0.4	-13

# Next entries follow.
cpd	smiles	ABCB6 inh 2	ABHD5-PLIN5 inh	HTR2A ag	H9c2 protect	TLR9-MyD88 inh
46	CC1(Cc2ccc(F)c(Cl)c2)C(=O)Nc2c(Cl)cccc21 (stereo not given)	110	-1	7	-11	x
47	CC(=O)CSc1ncnc2c1oc1ccccc12	100	0	-1	-4	-7
48	CC(=O)c1c(C)[nH]c(C(=O)OCC(=O)C(C)(C)C)c1C	96	-3	1	-4	-3
49	Cc1ccsc1C(=O)N1CCC1(C)C(=O)NCCC#N (stereo not given)	99	-6	-2	-5	x
50	COc1cccc(NC(=O)c2c([N+](=O)[O-])cnn2C)c1	103	4	0	-2	0
51	CCCCN1C(=O)C(CC(=O)NCCN2CCOCC2)CC(C(=O)N2CCOCC2)=C1C (stereo not given)	104	-7	0	0	-5
52	O=C(Nc1cccnc1)C1CC(c2ccccc2O)=NO1 (stereo not given)	96	-1	1	-7	0
53	O=C(NN=Cc1ccc2c(c1)CCN2)c1cccs1	101	-4	-1	-10	-6
54	CCN(CC)CCN(Cc1cc2cc(C)ccc2[nH]c1=O)C(=S)NCc1ccco1	95	3	-2	-8	1
55	COc1ccc(OC)c(S(=O)(=O)N2CCN(c3ccccc3OC)CC2)c1	98	6	2	10	-2
56	COc1ccc(CCN2C(=O)CC(C(N)=O)SC2=Nc2ccccc2)cc1 (stereo not given)	95	-9	-2	3	-5
57	COc1cccc(-n2c(=O)c3sccc3n(CC(=O)NC3CCCCC3)c2=O)c1	98	0	-8	3	1
58	COc1ccc(CNC(=O)C[C@H]2C[C@H](C(=O)N3CCCCC3)[C@@]3(CCc4ccccc4)c4[nH]c5cc(-c6ccco6)ccc5c4CCN3C2=O)cc1OC	98	45*	2	-2	-4
59	O=C(O)C1CCN(S(=O)(=O)c2cccnc2)CC1	112	-3	-8	7	0
60	CCOP(=O)(OCC)C(Nc1ccccn1)c1ccc(F)cc1 (stereo not given)	94	-3	1	2	-8

cpd	MC4R antagonist	N-glyco inh	NOD2-RIPK2 inh	MC4R barr agon	SRC2 inh
46	4	-6	9	8.1	19
47	4	-1	4	-3.2	-35
48	2	5	-7	-0.8	-30
49	9	-1	-3	0.6	-4
50	0	2	-8	-2.1	5
51	2	1	3	0.3	-2
52	4	-2	8	1.6	6
53	-6	-11	-11	-0.2	-38
54	2	-3	-2	-1.1	-1
55	15	-2	0	-1.3	2
56	5	0	2	0.3	5
57	7	1	-5	-0.9	1
58	7	-2	-9	-1.5	x
59	-5	3	-4	0.4	3
60	11	1	-19	-1.7	16
